Screens as filed in PubChem BioAssay.
KLF5 inh: inhibitors of KLF5 expression; DLD-1 KLF5 promoter-luciferase reporter, luminescence; inhibition, % at 5 µM; 0.23% of 290,000 active; AID 1700;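 active means inhibition above a per-plate limit of that plate's mean compound inhibition plus 3 SD, cut at about 60% in these data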;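 further: 0% = DMSO wells and 100% = LY294002 at 200 µM; higher means less KLF5 promoter-driven luciferase light; inactives centre near -14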
GSK3A inh: human GSK-3 alpha kinase inhibition. P49840. ADP-Glo luminescence, 60 min. inhibition, % at 10 µM. 0.1% of 320,000 active;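 in the data active means inhibition above about 50%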;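 further: GST-tagged GSK-3 alpha with peptide substrate and 25 µM ATP; 0% = DMSO neutral wells and 100% = GW8510 positive control wells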
Target sequence (P49840 whole entry, looked up): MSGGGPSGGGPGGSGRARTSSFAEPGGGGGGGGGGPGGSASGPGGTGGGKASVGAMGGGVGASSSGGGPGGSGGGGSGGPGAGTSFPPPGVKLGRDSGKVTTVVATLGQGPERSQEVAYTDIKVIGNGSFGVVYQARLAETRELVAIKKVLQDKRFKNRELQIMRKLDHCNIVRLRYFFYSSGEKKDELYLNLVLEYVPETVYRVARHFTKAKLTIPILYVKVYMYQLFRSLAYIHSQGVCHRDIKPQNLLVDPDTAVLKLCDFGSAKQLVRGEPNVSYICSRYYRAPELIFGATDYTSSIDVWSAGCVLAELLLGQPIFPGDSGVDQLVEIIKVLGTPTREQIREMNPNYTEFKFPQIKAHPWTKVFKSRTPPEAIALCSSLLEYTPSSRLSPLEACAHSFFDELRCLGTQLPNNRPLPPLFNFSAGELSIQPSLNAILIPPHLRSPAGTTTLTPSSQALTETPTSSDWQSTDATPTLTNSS
GSK3beta inhib: inhibitors of human GSK3beta kinase; P49841; GST-GSK3beta kinase, ADP-Glo luminescence, 60 min; active compounds read low; activity score (negative = inhibition), % at 10 µM; 0.038% of 300,000 active;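 active means more than half of replicate wells score below -50%, meaning over 50% inhibition versus plate controls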;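 further: 0% = median DMSO wells and -100% = median GW8510 positive control wells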
Target sequence (P49841 whole entry, looked up): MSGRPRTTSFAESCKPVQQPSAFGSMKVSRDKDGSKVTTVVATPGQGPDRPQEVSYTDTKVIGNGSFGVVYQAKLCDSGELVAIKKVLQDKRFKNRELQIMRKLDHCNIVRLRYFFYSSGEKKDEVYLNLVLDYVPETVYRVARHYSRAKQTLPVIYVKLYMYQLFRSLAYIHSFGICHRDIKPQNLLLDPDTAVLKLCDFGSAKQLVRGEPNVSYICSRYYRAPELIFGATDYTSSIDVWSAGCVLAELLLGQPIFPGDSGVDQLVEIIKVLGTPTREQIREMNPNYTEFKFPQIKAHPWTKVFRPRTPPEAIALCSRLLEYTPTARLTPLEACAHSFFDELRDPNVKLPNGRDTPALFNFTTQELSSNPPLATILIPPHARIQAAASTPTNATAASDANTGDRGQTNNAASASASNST
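Test system: GST-fused GSK3beta enzyme, cell-free | Quantity: 1.6 ng GST-GSK3beta enzyme per well | Reagent: 25 µM ATP with peptide substrate | Schedule: 60 min enzyme reaction, room temperature | Signal: Luminescent ADP-Glo measurement of ADP formed | Read-out basis: Score relative to plate controls | Control set: DMSO and 20 µM GW8510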
aSyn 5UTR inh: 5' untranslated region of α-synuclein, MLPCN primary screen; alpha-synuclein 5'UTR reporter, inhibitor activity; inhibition, % (tested at 7.5 µM); 0.82% of 300,000 active; AID 1813; in the data active means inhibition above about 60%;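 further: H4 neuroglioblastoma cells stably carrying SNCA 5'UTR luciferase fusion; 0% = DMSO wells and 100% = positive control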
IEC-6 tox: IEC-6 cytotoxicity, counter-screen for KLF5 inhibitors. 0.78% of 290,000 active. inhibition, % at 5 µM. AID 1825. luminescence viability; in the data active means inhibition above about 22%;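 further: 0% = plate median of test compound wells and 100% = cytotoxic reference compound wells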
HSP90 refold inh: HSP90 refolding inhibition in rabbit reticulocyte lysate | luciferase refolding luminescence, 3 h | inhibition, % at 5.6 µM | 0.91% of 290,000 active;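 active means inhibition above the screen-wide mean plus 3 SD, computed separately per campaign, cut at about 16% in these data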;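 further: 0% = DMSO wells and 100% = 60 µM geldanamycin wells; inhibitors lower the luminescence because luciferase stays unfolded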
DYRK1A inh: inhibitors of rat Dyrk1A kinase. ADP-Glo luminescence, NFATc1 peptide. Q63470. inhibition, % at 12.5 µM. 0.43% of 310,000 active; in the data active means inhibition above about 50%;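 further: plate controls were vehicle with enzyme for no effect and no enzyme for full effect; many of its hits are not listed in these tables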
HSF1 activator: increases HSF-1 driven luciferase reporter signal | NIH3T3-HGL HSF-1 luciferase reporter, MG132, 8 h; 100% = twice DMSO control signal | activation, % at 9 µM | 1.7% of 300,000 active | AID 504408;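 active means mean replicate activation of at least 50% with a set share of replicates each reaching 50%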;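 further: 0% = median of the neutral control wells and 100% = twice that signal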
Platelet DG rel: modulates dense granule release in human platelets; inhibition, %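 (compounds screened at 7.5 µM in platelet-rich plasma)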; human platelet-rich plasma, SFLLRN dense granule ATP release, luminescence; 0.22% of 300,000 active;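 active means mean replicate score, as percent of positive control, at or above 50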
HSF1 inh: HSF1 inhibition | NIH3T3-HGL HSE-luciferase, MG132-induced, luminescence 8 h; active compounds read low | activity change, negative = inhibition, % at 7.5 µM (by protocol) | 0.77% of 300,000 active;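 active means more than half of replicate wells show activity change below -50%, luminescence cut by over half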;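 further: luciferase reports HSF-1 transcriptional activity via heat shock element; 0% = median of DMSO wells and -100% = zero luminescence signal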
An asterisk follows results filed as active; / = not tested or not shown.

SMILES | KLF5 inh | GSK3A inh | GSK3beta inhib | aSyn 5UTR inh | IEC-6 tox | HSP90 refold inh | DYRK1A inh | HSF1 activator | Platelet DG rel | HSF1 inh
Cc1ccc(NC2CCCN(C(=O)c3cn4cc(Cl)ccc4n3)C2)cc1C (stereo not drawn) | -21 | / | -4 | -2 | -1 | 7 | -1 | 14 | 1 | 4
COc1ccc(Nc2nc3nonc3nc2N2CCCCC2)cc1 | -4 | 0 | 5 | 18 | -2 | -3 | 3 | 10 | 3 | -5
CCOC(=O)C1=C(C)Nc2ncnn2C1c1cccnc1 (stereo not drawn) | 14 | 32 | 2 | -20 | -7 | 4 | -2 | 5 | 1 | 1
CC(C)CC(=O)Nc1ccc2c(c1)oc1ccccc12 | -173 | 2 | -7 | -227 | 5 | -1 | -1 | 62* | 1 | 32
c1csc(-c2nnc(Cc3cccc4ccccc34)o2)c1 | -32 | -3 | 1 | -30 | 4 | 2 | 6 | 2 | 3 | 7
Cc1ccc2c(c1)N(CC(=O)N1CCCC1)C(=O)c1cccnc1O2 | 5 | 1 | 0 | -15 | 1 | -3 | / | 2 | 10 | -6
COCCNC(=O)C1CC(=O)N(c2ccc(F)c(Cl)c2)C1 (stereo not drawn) | -4 | / | -1 | 9 | -5 | 0 | 5 | -5 | -6 | 6
c1ccc(CCNc2cnccn2)cc1 | -24 | 6 | 0 | -30 | 2 | 5 | 4 | 15 | -25 | -4
COc1cccc(/C=C2\C=C(c3ccc(C)cc3)OC2=O)c1OC(C)=O | -28 | -3 | 2 | -66 | 5 | -3 | 5 | 8 | -3 | 11
COc1ccc2oc(=O)c(C(=O)N3CCc4ccccc43)cc2c1 | -8 | 7 | 0 | 0 | 4 | 2 | 2 | -11 | -5 | -1
COc1cc(/C=C(\C#N)C(=O)Nc2cccc3ncccc23)ccc1O | 1 | -6 | 0 | -19 | -1 | -1 | / | 63* | 15 | 14
CC1=C(C(=O)N2CCOCC2)C(c2c(F)cccc2F)NC(=O)N1 (stereo not drawn) | -21 | 1 | 2 | -14 | -5 | 4 | -1 | 7 | 0 | -1
CC(=O)c1cccc(NC(=O)c2ccc(C)c(S(=O)(=O)N3CCOCC3)c2)c1 | 15 | -2 | 2 | -13 | 1 | 3 | 2 | 9 | 0 | -1
Cc1cc(C)nc(N/N=C/C2=C(O)CC(c3ccc(F)cc3)CC2=O)n1 (stereo not drawn) | 17 | -3 | -3 | 49 | 1 | 4 | / | -15 | -6 | -12
COc1ccc(C(=O)NOCc2ccccc2)cc1 | / | 1 | 3 | -74 | / | / | -6 | -30 | 3 | -20
COC(=O)c1sc2nc(-c3ccccc3)c3c(c2c1N)CCCC3 | -25 | 0 | 1 | 7 | 0 | -4 | 8 | -8 | 0 | -6
C=CCNc1nnc(-c2ccncc2)s1 | -17 | 6 | -4 | -7 | 7 | 1 | 12 | -2 | 4 | 0
Cc1onc(-c2c(Cl)cccc2Cl)c1COC(=O)c1ccc(Cl)cc1 | -8 | -1 | -1 | -26 | 4 | 3 | -1 | 9 | -15 | 4
Cc1ccc(C2Cc3cc(O)c(O)cc3CN2)cc1 (stereo not drawn) | / | -3 | 4 | 89* | / | / | / | -6 | -25 | 3
CC(=O)Nc1ccc(C(=O)OCC(=O)Nc2ccccc2Sc2ccccc2)cc1 | -14 | 2 | 3 | 12 | -1 | -2 | 20 | 8 | 0 | -9
Cc1cc(C)cc(NC(=O)NCc2c(-c3ccccc3)noc2C)c1 | -16 | -1 | -7 | -6 | -2 | 0 | -13 | 46 | -1 | 9
O=C(CCn1nc(-c2ccc(Cl)cc2)ccc1=O)NCc1ccccn1 | -14 | 5 | 0 | 1 | -11 | -1 | -2 | 0 | 1 | -5
O=C(N/N=C/c1ccccc1O)C1SCCCS1 | -4 | 0 | 2 | -10 | -1 | 0 | 2 | -1 | 5 | 0
C=CCn1c(SCC#N)nc2c(c1=O)C(C)(C)Cc1ccccc1-2 | -29 | -1 | -2 | -4 | 3 | 0 | 16 | 16 | -2 | 3
O=c1c2ccccc2nc(-c2ccoc2)n1CCc1ccccc1 | 2 | -3 | 3 | -18 | 2 | 4 | -3 | -13 | -3 | -4
CSc1nc2c(cnn2-c2ccccc2)c(=O)n1N | -39 | -3 | -1 | -92 | -4 | 1 | -2 | 2 | 4 | 10
COc1ccc(-c2noc(CN(C(=O)c3ccc4c(c3)OCO4)C(C)C)n2)cc1 | 12 | 1 | 4 | 21 | -7 | -4 | -2 | -13 | -16 | -3
CN1C(=O)/C(=C/C=C2\SCCN2C)N(C)C1=S | -46 | / | 1 | -177 | 2 | -4 | -2 | 32 | 0 | 18
O=C(Nc1ccccc1N1CCCCC1)c1ccc(N2C(=O)c3ccccc3C2=O)cc1 | 2 | -3 | -3 | -11 | 2 | -3 | -8 | 8 | -2 | 1
CCN(CC)C(=O)CSc1nc2sc3c(c2c(=O)n1CCOC)CCC3 | -22 | 3 | -2 | 1 | -2 | -3 | -4 | -15 | 1 | 3
CCOC(=O)c1cccc(S(=O)(=O)N(CCO)Cc2cc3cc(OC)ccc3[nH]c2=O)c1 | -15 | / | 2 | 1 | 0 | -1 | -2 | 3 | 9 | -10
O=C(O)c1ccc(/C=N/N2CCN(C3c4ccccc4-c4ccccc43)CC2)cc1 | -23 | -2 | 0 | 5 | 0 | 4 | -8 | -2 | -5 | -5
CCN1CCN(c2c(Cl)cccc2NC(=O)c2ccc([N+](=O)[O-])o2)CC1 | 5 | 4 | -5 | 79* | 0 | -1 | 20 | 3 | 3 | 5
CC(C)(CNC(=O)CO/N=C1/C=C2CCC3C(C(O)C[C@@]4(C)C3CC[C@]4(O)C(=O)CO)[C@@]2(C)CC1)C(O)C(=O)O (stereo partly drawn) | -17 | 0 | -1 | -13 | 5 | -2 | -9 | -45 | -2 | -37
CCN1CCN(c2nc(Nc3ccc(OC)cc3)nc(N)c2[N+](=O)[O-])CC1 | -16 | 18 | -2 | -13 | 1 | 10 | / | 3 | 4 | -3
CCOC(=O)C1CCN(CCC(=O)Nc2ccc(Br)cc2)CC1 | -3 | 0 | 2 | -20 | -1 | 7 | -3 | -4 | 9 | 3
COc1cccc(C(=O)NCC2(c3ccccc3)CCCC2)c1OC | -27 | 6 | 1 | -5 | 0 | 2 | 14 | -1 | -10 | -5
O=C1CC(c2ccco2)CC(O)=C1C=NCCO (stereo not drawn) | 12 | -4 | 3 | 15 | 4 | -1 | -15 | -3 | / | 5
O=C(OCC(=O)N1CCCC1=O)c1ccc(F)c(S(=O)(=O)N2CCOCC2)c1 | -14 | -1 | -5 | -16 | -10 | 1 | 3 | -1 | -6 | -4
COc1ccc(S(=O)(=O)N(C)C)cc1NC(=O)CCNC(=O)c1ccccc1OC | -10 | -3 | 0 | 16 | 1 | 0 | 3 | -21 | 15 | 0
Cc1cccc(C(C)C)c1NC(=O)CN1C(=O)NC(Cc2ccccc2)C1=O (stereo not drawn) | / | 0 | 1 | 5 | / | / | 3 | 10 | 9 | 2
CCOC(=O)COn1c(=O)c(=O)n(OC)c2ccccc21 | -18 | 0 | 0 | 10 | -4 | -1 | 0 | 5 | 1 | 5
Cc1cccc(NC(=O)N2CCCC(CNC(=O)c3ccccc3Cl)C2)c1C (stereo not drawn) | 2 | 2 | -1 | -7 | -6 | -5 | -4 | 1 | -5 | 3
CSc1ccc(-c2cccc([N+](=O)[O-])c2)nn1 | -32 | -5 | 3 | -16 | -6 | -2 | / | 14 | 27 | 2
O=C(O)C1C2C=CC3(CN(C/C=C/c4ccccc4)C(=O)C13)O2 (stereo not drawn) | -11 | / | 3 | 27 | 1 | 1 | 2 | -3 | 7 | 0
O=C(COc1ccc(Cl)cc1Cl)Nc1ccc(-c2ccc(N3CCOCC3)nn2)cc1 | / | 0 | 2 | -30 | / | / | -7 | 17 | 8 | 11
CCCOc1cccc(C(=O)Nc2ccccc2C(=O)N2CCN(C)CC2)c1 | -4 | 0 | 0 | 13 | 3 | -3 | -4 | -10 | -9 | 6
c1ccc2sc(N3CN(CCN4CCOCC4)CN(c4nc5ccccc5s4)C3)nc2c1 | -7 | 0 | 2 | -38 | 1 | 6 | 0 | 26 | -3 | 1
O=C(CCCn1c(=S)[nH]c2cc3c(cc2c1=O)OCO3)NCc1ccco1 | -5 | 1 | -1 | -16 | 1 | 6 | / | 55* | -6 | 5
Oc1ccc(-c2csc(Nc3ncccn3)n2)c(O)c1 | -140 | -1 | -3 | -165 | 5 | 5 | -1 | 50 | 12 | 28

More results
SMILES | KLF5 inh | GSK3A inh | GSK3beta inhib | aSyn 5UTR inh | IEC-6 tox | HSP90 refold inh | DYRK1A inh | HSF1 activator | Platelet DG rel | HSF1 inh
CC(=O)Nc1ccc(NC(=O)Nc2ccccc2)cc1 | -95 | 1 | 6 | -70 | -5 | -1 | -5 | 8 | 14 | 5
O=C(C(=O)N1CCc2ccccc2C1)N1CCc2ccccc2C1 | -1 | / | 0 | 20 | -13 | 0 | / | 3 | 0 | 5
Cc1nonc1CC(=O)N1CCc2c([nH]c3ccccc23)C1c1ccccc1F (stereo not drawn) | -6 | 1 | 2 | -22 | -2 | -4 | -2 | 2 | 1 | 4
CC(C)(C)NS(=O)(=O)c1cc2c3c(c1)CCN3C(=O)CC2 | -18 | 1 | -1 | -6 | -5 | -3 | -3 | -54 | -34 | -41
O=C(Nc1ccc(Sc2ccc(Br)cc2)cc1)c1ccco1 | 14 | 0 | / | -30 | -1 | 0 | -3 | 8 | 7 | 8
COC(=O)c1ccccc1NC(=O)CSc1nnc(-c2cccnc2)n1C | -19 | -1 | -1 | 9 | 2 | 1 | 1 | -9 | 11 | 2
Cc1c(Cl)cccc1NC(=S)/C(=C(\[O-])c1ccc(Cl)s1)[n+]1ccccc1 | -2 | 1 | 0 | 16 | -3 | -2 | 7 | 20 | 0 | 6
CCOC(=O)c1ccc2c(c1)N(CC(=O)N1CCCCC1)C(=O)C(C)(C)O2 | -13 | 0 | 2 | 12 | 0 | -2 | 4 | -4 | -1 | 10
c1cc(CNC2C3CC4CC(C3)CC2C4)ccn1 (stereo not drawn) | -6 | -1 | 1 | -59 | 8 | 2 | 3 | -11 | -2 | -2
COc1ccc(F)c(CN2CCCC(CO)(Cc3cccc(Cl)c3)C2)c1 (stereo not drawn) | -14 | 1 | 0 | -6 | -6 | -4 | / | 5 | -2 | -1
O=C(CCn1nnc2ccccc2c1=O)N[C@@H](Cc1c[nH]c2ccccc12)C(=O)O | -8 | / | -1 | 16 | -2 | 2 | 16 | 1 | 0 | -7
Cc1c(-c2ccccc2)[n+](=O)c2c(n1[O-])CCCC2 | -12 | 1 | -4 | -2 | 3 | 3 | 1 | -7 | -7 | -8
CC[C@@H](C)[C@H](CNC)NC[C@@H](Cc1cccc2ccccc12)NCCc1cccc(C(F)(F)F)c1 | -14 | 17 | -5 | 125* | -6 | 1 | 55* | -2 | 0 | -4

An excerpt from further up, as a working copy:
SMILES | KLF5 inh | GSK3A inh | GSK3beta inhib | aSyn 5UTR inh | IEC-6 tox | HSP90 refold inh | DYRK1A inh | HSF1 activator | Platelet DG rel | HSF1 inh
CC(=O)Nc1ccc(NC(=O)Nc2ccccc2)cc1 | -95 | 1 | 6 | -70 | -5 | -1 | -5 | 8 | 14 | 5
O=C(C(=O)N1CCc2ccccc2C1)N1CCc2ccccc2C1 | -1 | / | 0 | 20 | -13 | 0 | / | 3 | 0 | 5

Not all compounds are listed; rates above refer to the full screens.
